MIN6 prolif: inducers of MIN6 beta-cell proliferation, primary screen, ATP luminescence, uHTS; 330,000 tested, 0.29% active; proliferation, % at 10 µM; AID 2380, 2010; MIN6 cells proliferation, ATPlite luminescence, 48 h; cells starved in 0.2% serum; 100% = growth in 10% serum;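 active = compounds whose signal lies at least 3.5 SD above the mean of all wells on their plate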;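 also: 0% = DMSO-treated cells in low-serum medium and 100% = 10% serum control; some compounds called inactive have numbers as strong as hits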
ATG4B inh: ATG4B protease inhibitors, primary screen, biochemical, fluorescence, uHTS. Cysteine protease ATG4B (Homo sapiens), Q9Y4P1. ATG4B cleavage of LC3-PLA2, NBD-HPC fluorescence, 1 h. inhibition, % at 8.33 µM. 340,000 tested, 0.51% active. AID 504462, 2011; in the data active = inhibition above about 40%
mIAP block: inhibitors of mouse IAP, primary screen, biochemical, luminescence, uHTS; 330,000 tested, 0.2% active; purified mouse IAP, CDP-Star luminescence, 30 min; intestinal alkaline phosphatase [Mus musculus]; inhibition, % at 10 µM;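 active = inhibition of at least 40% at 10 µM in the primary screen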;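 also: plate controls were DMSO with enzyme for no effect and no enzyme wells for full effect; values of inactives mirror those of a sister screen read the other way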
MPTP block: mitochondrial permeability transition pore inhibitors, primary screen, biochemical, isolated mouse mitochondria, absorbance; Ca2+ swelling absorbance, 30 min; 360,000 tested, 1.4% active; AID 602449, 2012; inhibition, % at 10 µM;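 active = inhibition of 50% or more, scaled per plate between neutral and stimulator controls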;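 also: 0% = DMSO wells given calcium and 100% = 1 mM EGTA wells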
A3G deaminase: APOBEC3G DNA deaminase inhibitors, primary screen, biochemical, fluorescence, single-stranded DNA substrate, uHTS; recombinant A3G, ssDNA deamination FAM/TAMRA fluorescence; 330,000 tested, 0.28% active; DNA dC->dU-editing enzyme APOBEC-3G (Homo sapiens), Q9HC16; inhibition, % at 20 µM;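 active = inhibition of at least 40% at 20 µM, with no more than 30% in the related APOBEC3A deaminase screen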;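 also: plate controls were DMSO wells with A3G for no effect and wells lacking A3G enzyme for full effect; some compounds called inactive have numbers as strong as hits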
hIAP act: human IAP activators, primary screen, biochemical, luminescence, uHTS; Intestinal-type alkaline phosphatase (Homo sapiens), P09923; purified human IAP, CDP-Star luminescence, 30 min; active compounds read high; 1 = vehicle-only enzyme, 0 = enzyme-free background; activation factor at 10 µM; 330,000 tested, 0.16% active; AID 2524, 2010;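 active = activation factor of the enzyme at least 2-fold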; also: the source names both 10 and 20 µM as test concentration; values of inactives mirror those of a sister screen read the other way
Target sequence (P09923 whole entry, looked up): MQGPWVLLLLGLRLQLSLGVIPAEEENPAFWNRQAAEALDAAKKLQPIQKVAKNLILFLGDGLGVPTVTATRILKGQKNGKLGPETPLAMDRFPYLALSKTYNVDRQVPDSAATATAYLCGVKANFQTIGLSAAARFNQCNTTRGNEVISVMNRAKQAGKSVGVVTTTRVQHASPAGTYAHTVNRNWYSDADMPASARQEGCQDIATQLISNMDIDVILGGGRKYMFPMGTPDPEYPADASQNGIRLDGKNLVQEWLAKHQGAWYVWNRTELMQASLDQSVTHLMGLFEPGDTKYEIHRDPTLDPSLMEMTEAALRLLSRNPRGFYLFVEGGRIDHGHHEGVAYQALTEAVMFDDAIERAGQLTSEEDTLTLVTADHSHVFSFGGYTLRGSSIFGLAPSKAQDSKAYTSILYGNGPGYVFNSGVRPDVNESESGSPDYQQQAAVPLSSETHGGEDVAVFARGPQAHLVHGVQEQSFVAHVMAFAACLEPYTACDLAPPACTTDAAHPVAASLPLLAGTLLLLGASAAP
mIAP act: activators of mouse IAP, primary screen, biochemical, luminescence, uHTS; muIAP, CDP-Star luminescence, 30 min; active compounds read high; 1 = vehicle-only enzyme signal, 0 = enzyme-free wells; intestinal alkaline phosphatase [Mus musculus]; activation factor at 10 µM; 330,000 tested, 0.24% active; AID 2805, 2010;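 active = activation factor of at least 2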; also: the source names both 10 and 20 µM as test concentration; values of inactives mirror those of a sister screen read the other way
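System: mouse IAP enzyme. Reagent: CDP-Star chemiluminescent phosphatase substrate. Benchmarks: DMSO wells, no-enzyme wells. Times: 30 min enzyme-substrate-compound incubation at room temperature. Detection: luminescence from enzymatic CDP-Star hydrolysis. Doses: test compounds delivered from DMSO solution.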
hIAP inh: human IAP inhibitors, primary screen, biochemical, luminescence, uHTS; Intestinal-type alkaline phosphatase (Homo sapiens), P09923; purified IAP, CDP-Star luminescence, 30 min; inhibition, % at 10 µM; 330,000 tested, 0.12% active;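 active = inhibition reaching a set limit with compound at 10 µM in the primary screen, cut at about 35% in these data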;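 also: plate controls were DMSO wells with enzyme for no effect and no-enzyme buffer wells for full effect; values of inactives mirror those of a sister screen read the other way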
A3A deaminase: APOBEC3A ssDNA deaminase inhibitors, primary screen, selectivity assay for APOBEC3G inhibitor project, biochemical, FAM/TAMRA oligo cleavage fluorescence. recombinant A3A, FAM/TAMRA ssDNA deamination fluorescence. inhibition, % at 20 µM. 330,000 tested, 0.41% active. AID 493011, 2011;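 active = at least 40% inhibition at 20 µM here, with at most 30% in a related deaminase screen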;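 also: plate controls were A3A with DMSO for no effect and wells lacking A3A enzyme for full effect; some results filed as inactive read as strong as hits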
Target sequence (P31941 whole entry, looked up): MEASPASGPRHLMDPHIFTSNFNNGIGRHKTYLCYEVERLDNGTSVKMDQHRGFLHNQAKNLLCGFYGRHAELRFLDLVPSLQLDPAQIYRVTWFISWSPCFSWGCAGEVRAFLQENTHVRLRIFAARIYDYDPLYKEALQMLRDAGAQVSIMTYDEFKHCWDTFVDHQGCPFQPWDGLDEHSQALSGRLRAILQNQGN
* marks the source's active call; other numbers are inactive results; · = not tested or not shown.

SMILES	MIN6 prolif	ATG4B inh	mIAP block	MPTP block	A3G deaminase	hIAP act	mIAP act	hIAP inh	A3A deaminase
Cc1sc2ncn(CC(=O)N3CCN(c4ccc(F)cc4)CC3)c(=O)c2c1S(=O)(=O)N1CCOCC1	2	-1	10	-2.7	-7	1.1	0.9	-8	-1
Cc1ccccc1C(=O)NCc1ccncc1	0	-2	-5	-0.4	-5	0.99	1	1	-5
Cc1cc(NC(=O)c2ccc3nc(C)sc3c2)no1	-2	-4	-1	-0.3	-7	1	1	0	-4
COc1ccc(CN(CCN(C)C)Cc2ccccc2)c(OC)c1	-1	-3	3	0.5	-5	0.84	0.97	16	-1
COc1ccccc1C(=O)N/C(=C\c1ccc(Br)cc1)C(=O)NCCC(=O)O	0	0	-1	2.3	-3	0.92	1	8	3
CC(=O)NS(=O)(=O)c1ccc(NC(=S)NC(=O)C(C)C)cc1	0	-7	-9	2.4	-3	1	1.1	-5	-2
O=C(COc1ccc(S(=O)(=O)Nc2ccccc2)cc1)NCc1cccnc1	0	-1	7	-0.6	-2	0.89	0.93	11	-1
Cc1ccc(CCN2CC(C(=O)NCCN3CCOCC3)CC2=O)cc1 (centres undefined)	-2	-4	-2	·	-2	1.1	1	-14	0
COc1ccccc1N(CC(=O)NC(C)C)S(=O)(=O)c1cccs1	8.3*	-6	-2	0.8	-2	0.95	1	5	1
CC(Sc1nc(N2CCCCC2)c2c(c1C#N)CCCC2)C(=O)O (centres undefined)	-2	-7	1	-0.4	-5	1.1	0.99	-13	-4
CN(Cc1ccccc1)C(=O)c1[nH]cnc1C(=O)NCc1ccccc1	-2	4	6	-2.3	0	1.2	0.94	-23	-1
O=C(O)c1ccc(NC(=O)c2cccc(NC(=O)c3cccs3)c2)cc1	1	-5	6	1.1	-4	1.1	0.94	-5	-2
CC(=O)Nc1ccc(S(=O)(=O)N2CCN(S(=O)(=O)N3CCOCC3)CC2)cc1	-2	-2	-11	-1.4	-9	1.1	1.1	-15	-6
CCOC(=O)c1c(N2C(=O)CC(Sc3ccccc3C(=O)O)C2=O)sc2c1CCCC2 (centres undefined)	-1	7	13	-0.6	-8	0.91	0.87	9	-3
COc1ccc(C(=O)OCN2C(=O)c3ccccc3C2=O)cc1	-1	-3	-12	-1.6	10	1.1	1.1	-10	6
NC(=O)CC(NC(=O)Cc1cccc2ccccc12)c1ccc(NCCCN2CCCC2=O)c([N+](=O)[O-])c1 (centres undefined)	1	3	2	0.6	27	1.3	0.98	-30	7
Cc1ccc(NC(=S)Nc2cccc(-c3n[nH]c(=S)o3)c2)cc1	0	2	13	3.2	-4	1	0.87	-4	-7
Cc1ccc(S(=O)(=O)NCC(=O)NCC(=O)N2CCN(c3ncccn3)CC2)cc1C	1	-6	-3	4.0	-6	1.1	1	-11	-7
O=C(COC(=O)c1nc(Cl)ccc1Cl)NCc1ccccc1	-5	-4	7	1.0	-3	0.93	0.93	7	0
O=C(Oc1ccc(OC(=O)c2ccco2)c(S(=O)(=O)c2ccc(Cl)cc2)c1)c1ccco1	0	13	7	-0.8	-7	1.1	0.93	-13	-1
COc1ccc(-c2cc(-c3ccccc3)nc3ncnn23)cc1	-1	-10	3	-1.6	-7	1	0.97	0	-7
COc1cccc(C(=O)Nc2nnc(Cc3ccc(OC)c(OC)c3)s2)c1	-2	-6	-4	2.3	0	0.9	1	10	-1
Cc1ccc(S(=O)(=O)N2CCC(C(=O)N/N=C/c3ccncc3)CC2)cc1	-1	-4	7	-0.5	-4	1	0.93	-2	3
Clc1ccccc1-c1nnc2sc(CCc3ccccc3)nn12	-2	12	17	-3.2	63*	0.93	0.83	7	2
CCOC(=O)N1CCN(CC(c2ccccc2)c2ccccc2)CC1	1	-8	1	-0.8	-5	0.98	0.99	2	0
Fc1ccccc1C1c2[nH]c3ccccc3c2CCN1CCCn1cccn1 (centres undefined)	1	-1	-3	0.0	-6	0.94	1	6	1
O=C(Cn1ncc(N2CCCC2)c(Cl)c1=O)c1ccc(Cl)cc1	-2	3	7	-3.0	-9	0.95	0.93	5	-1
CCOc1ncccc1C(=O)OC(C)C(=O)NC1CCCCC1 (centres undefined)	1	-1	1	-3.3	-10	1.2	0.99	-18	2
OC1(c2cccc(C(F)(F)F)c2)CCNCC1	0	-6	1	-1.0	-7	1	0.99	-2	0
COc1ccc(C(=O)O)cc1S(=O)(=O)NCCN(C)C	4	3	-7	3.1	2	1.1	1.1	-8	3
O=C1CCN(C(=S)NCc2ccccc2)CC1	3	-7	2	-1.7	-5	1.1	0.98	-10	-8
CCN(CC)CCNC(=O)CNC(=O)c1nn(-c2ccc(OC)cc2)c(=O)c2ccccc12	2	3	-1	0.1	-7	1.1	1	-6	-5
COc1ccccc1NC(=S)NNC(=O)c1c(Cl)c(C)nn1C	0	3	10	3.9	-2	1.4	0.9	-45	0
COC(=O)c1ccc(C(=O)OC)c(NC(=O)CN(C)Cc2ccc(Cl)c(Cl)c2)c1	0	-4	13	0.9	-4	0.93	0.87	7	2
CN(C)S(=O)(=O)c1cccc(-c2cn3cc(Cl)ccc3n2)c1	-2	10	6	-0.5	-7	1.1	0.94	-14	-2
COc1ccc(C(C(=O)NCCC(C)C)N(CCO)C(=O)c2snc(C(N)=O)c2N)cc1 (centres undefined)	-2	-2	-28	-0.1	0	1.3	1.3	-32	77*
Cc1ccc(NC(=O)Cn2c(O)c(N=NC(N)=S)c3ccccc32)cc1	2	2	22	-0.2	-5	0.96	0.78	4	-3
Cc1onc(-c2ccccc2)c1-c1nc2cc(Cl)ccc2c(=O)o1	-4	-1	10	5.6	-4	0.98	0.9	2	2
CC(C)C(=O)Nc1cccc(NC(=S)NC(=O)c2ccc3c(c2)OCO3)c1	-3	4	11	0.9	-11	1.1	0.89	-14	-5
O=C(CCCc1nc(-c2ccccc2Cl)no1)N1CCOCC1	-3	2	-10	1.2	-2	1.1	1.1	-12	-7
Cc1ccc(C(=O)NC(=S)NCCN2CCOCC2)cc1	0	-2	2	-0.6	-3	1	0.98	-2	-4
CC[C@@H](C)[C@@H]1CN([C@@H](CN2CCC[C@H]2CN2C(N)=NC[C@H]2CC(C)C)C(C)C)C(=N)N1CCCC1CCCC1	-4	7	-29	-0.2	-3	1	1.3	-1	-2
O=C(O)/C=C/C(=O)N1CCN(S(=O)(=O)c2cc(C(F)(F)F)ccc2Cl)CC1	-1	-3	1	0.6	-6	0.94	0.99	6	4
O=S(=O)([O-])C/C(=C\c1ccc(Cl)cc1)c1cc[n+](CCO)cc1	-2	-7	0	-1.0	-2	0.91	1	9	2
CCc1ccccc1NC(=S)N(CCCN(C)C)Cc1cc2cc3c(cc2[nH]c1=O)OCO3	-1	-10	-14	-0.4	2	1	1.1	-3	2
Cc1cnc(-c2nnc(N(C)C(=O)C3CCOC3)s2)cn1 (centres undefined)	-3	-6	1	-3.3	-4	1	0.99	-2	-3
O=C(c1ccc(S(=O)(=O)N2CCCCCC2)cc1)N1CCCC(C(F)(F)F)C1 (centres undefined)	-1	-3	-8	-1.0	-13	0.82	1.1	18	-3
O=C(CCc1ccccc1)NC1C2CC3CC(C2)CC1C3 (centres undefined)	-2	0	12	1.9	-6	0.81	0.89	19	-4
CC(=O)NCCC(=O)N1CCc2c([nH]c3ccccc23)C1c1cccc(Cl)c1 (centres undefined)	1	21	-7	-0.3	-7	1	1.1	-5	-2
Cc1ccc(NC(=O)CCN2CCN(C/C=C/c3ccccc3)CC2)cc1	-4	-16	-11	-2.4	-1	1.1	1.1	-8	5

2 entries from above, as labelled records.
Cc1ccc(S(=O)(=O)N2CCC(C(=O)N/N=C/c3ccncc3)CC2)cc1
  MIN6 prolif = -1	ATG4B inh = -4	mIAP block = 7	MPTP block = -0.5	A3G deaminase = -4	hIAP act = 1	mIAP act = 0.93	hIAP inh = -2	A3A deaminase = 3
Fc1ccccc1C1c2[nH]c3ccccc3c2CCN1CCCn1cccn1 (centres undefined)
  MIN6 prolif = 1	ATG4B inh = -1	mIAP block = -3	MPTP block = 0.0	A3G deaminase = -6	hIAP act = 0.94	mIAP act = 1	hIAP inh = 6	A3A deaminase = 1

The listing continues:
SMILES	MIN6 prolif	ATG4B inh	mIAP block	MPTP block	A3G deaminase	hIAP act	mIAP act	hIAP inh	A3A deaminase
CCCOc1ccc(C(=O)NCC(c2ccco2)N(C)C)cc1 (centres undefined)	-1	-11	4	0.6	-7	0.95	0.96	5	-2
CC(C)C(C)NC(=O)COc1ccc(-c2ccccc2)cc1 (centres undefined)	1	2	-4	4.0	-3	1	1	-4	1
Cn1c(-c2ccc3c(c2)OCO3)cnc1NCc1ccccc1	-4	4	-2	1.1	-2	1	1	-2	-1
Cc1ccc(NC(=O)CSc2ccc3nnc(CCNC(=O)c4ccccc4)n3n2)c(C)c1	0	-2	7	-0.9	0	0.76	0.93	24	0
Clc1ccccc1-c1nc2ccccc2c2nc3ccccc3n12	-1	16	15	1.5	-5	0.8	0.85	20	-2
O=C(NC(C(=O)c1ccccc1)N1CCCCC1)c1ccccc1 (centres undefined)	-6	-14	-1	-0.7	-3	1.1	1	-11	-2
CCN1CCN(c2ccc(NC(=O)c3cnccn3)cc2)CC1	-2	·	6	·	-4	1.1	0.94	-6	0
CCOC(=O)C1=CC[C@H]2c3c(c4ccccc4n3C)C(=O)C1N2C(=O)OC(C)(C)C	-2	-2	6	-1.8	-1	1.1	0.94	-10	0
Fc1ccc2nc(Nc3nc4cc5c(cc4s3)OCO5)sc2c1	-3	5	-5	7.4	-8	1.8	1.1	-83	-2
O=C1CCCCC1Sc1nnc(Cc2cccs2)n1CCc1ccccc1 (centres undefined)	-2	-7	10	0.2	-11	1	0.9	-3	-4
O=C(/C=C/c1c(Cl)cccc1Cl)N1CCN(c2ncccn2)CC1	-1	2	6	0.3	-5	0.82	0.94	18	1
Cc1cc(C)nc(NC2=NCC(=O)N2c2ccc(F)c(Cl)c2)n1	5	6	-6	-12	3	1.4	1.1	-35	0
c1ccc(C2CSc3ccccc3N2)cc1 (centres undefined)	-5	6	7	2.7	3	1.1	0.93	-12	-3
Nc1ccccc1Sc1ccccc1[N+](=O)[O-]	0	5	6	0.5	1	0.95	0.94	5	0
COc1ccc(S(=O)(=O)N(CCCN2CCOCC2)Cc2cccc(OC)c2OC)cc1	1	-2	3	-7.1	-7	1	0.97	-2	-2
CN1C(=O)C(O)(C2COC(C)(C)CC2=O)c2cc(Br)ccc21 (centres undefined)	-3	0	-2	0.9	1	0.79	1	21	2
COC(=O)[C@]1(Cc2ccccc2)N[C@H](CN(C)C(=O)c2ccc(C)cc2)[C@@H]2C(=O)N(C)C(=O)[C@@H]21	-4	-7	1	0.1	-6	1	0.99	-1	-5
COc1ccc2oc(C(=O)N3CCN(c4ncccn4)CC3)c(C)c2c1	1	-4	-8	0.4	-9	1	1.1	-4	-3

Source: PubChem BioAssay (Sanford-Burnham Center for Chemical Genomics)
